# MsrA act: bovine MsrA enzyme activators, primary screen, biochemical, absorbance, HTS. 360,000 tested, 0.3% active. purified bovine MsrA, absorbance read-out. Methionine sulfoxide reductase A (Bos taurus). AID 602163, 2012. activation, % at 10.6 µM; in the data active = activation above about 7.5%;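 also: 0% = vehicle and 100% = reference activator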
# CendR NRP1 mod: modulators of CendR peptide binding to NRP-1, primary screen, biochemical, fluorescence polarization, uHTS; 360,000 tested, 0.85% active; Neuropilin-1 (Homo sapiens), O14786; inhibition, % at 25 µM; FAM-RPARPAR peptide binding to NRP-1; AID 602438, 2012;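 active = inhibition or corrected inhibition above about 18%, plus a signal ratio from 0.5 to 1.5, limit read from the data, passing the limit was not always enough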; also: strong numbers were not always called active
# STEP block: STEP phosphatase inhibitors, primary screen, biochemical, fluorescence intensity, uHTS; Tyrosine-protein phosphatase non-receptor type 5 (Homo sapiens), P54829; recombinant STEP, OMFP fluorogenic substrate; inhibition, % at 20 µM; 360,000 tested, 0.25% active;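 active = inhibition at 20 µM, scaled per plate between control wells, above about 37%, limit read from the data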;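 also: 0% = DMSO with enzyme and substrate and 100% = substrate only without enzyme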
#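 medium = Bis-Tris buffer pH 6.0, 2.5 mM DTT, 0.005% Tween 20 | test system = STEP (striatal-enriched tyrosine phosphatase) enzyme, cell-free | measure = normalized % inhibition | compound dosing = 20 µM, 1% DMSO | also added = 25 µM OMFP | schedule = reaction 20 min, ambient temperature | measured by = fluorescence read at 480 nm ex / 540 nm em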
# SUMO1-SIM PPI: modulators of SUMO1 protein-protein interactions, primary screen, biochemical, uHTS; inhibition, % at 20 µM; SUMO1 binding to a labelled peptide, TR-FRET, 1 h; Small ubiquitin-related modifier 1 (Homo sapiens), P63165; AID 602429, 2012; 360,000 tested, 0.33% active; in the data active = inhibition above about 37%
# Target sequence (P63165 whole entry, looked up): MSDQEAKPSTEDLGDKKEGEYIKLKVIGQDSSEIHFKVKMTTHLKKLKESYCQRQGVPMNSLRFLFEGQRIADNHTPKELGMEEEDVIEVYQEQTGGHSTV
# TbMetRS inhib: T. brucei MetRS inhibitors, primary screen, biochemical, luminescence. 360,000 tested, 0.4% active. purified T. brucei MetRS, ATP depletion, Kinase-Glo luminescence. inhibition, % at 11.9 µM. AID 624268, 2012. methionyl-tRNA synthetase (Trypanosoma brucei brucei);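 active = inhibition above a per-plate cutoff of the control wells' mean inhibition plus 3 SD, cut at about 5.5% in these data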;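 also: 0% = DMSO wells median and 100% = median of wells with control inhibitor compound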
#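 Material: T. brucei methionyl-tRNA synthetase, purified; reagent: substrates ATP, L-methionine and bulk Escherichia coli tRNA; dosing: 11.9 µM single point; timing: 15 min plus 2 h at 25 °C; detection: luminescence of leftover ATP; evaluation: % inhibition; control set: DMSO-only wells as low control; replicates: singlicate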
# MsrA inh: bovine MsrA enzyme inhibitors, primary screen, biochemical, absorbance, HTS. Methionine sulfoxide reductase A (Bos taurus). inhibition, % at 15.5 µM. 360,000 tested, 0.75% active. purified bovine MsrA, absorbance read-out; in the data active = inhibition above about 4.5%;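 also: 0% = vehicle wells with enzyme and 100% = reference inhibitor wells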
# DNMT1 inh: human DNMT1 methyltransferase inhibitors, primary screen, biochemical, molecular beacon, fluorescence, HinP1I cleavage, uHTS | inhibition (reported as % activation of signal), % at 10 µM | 360,000 tested, 0.83% active | AID 588458, 2011 | DNA (cytosine-5)-methyltransferase 1 (Homo sapiens), P26358; in the data active = inhibition above about 50%
# E coli Lon inh: inhibitors of E. coli Lon protease, primary screen, biochemical, fluorescence polarization | 360,000 tested, 0.42% active | inhibition, % at 7.94 µM | purified E. coli Lon protease | AID 602123, 2011; in the data active = inhibition above about 13%, passing the limit was not always enough;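 also: 0% = enzyme with probe and DMSO and 100% = no enzyme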
# Target sequence (P0A9M0 whole entry, looked up): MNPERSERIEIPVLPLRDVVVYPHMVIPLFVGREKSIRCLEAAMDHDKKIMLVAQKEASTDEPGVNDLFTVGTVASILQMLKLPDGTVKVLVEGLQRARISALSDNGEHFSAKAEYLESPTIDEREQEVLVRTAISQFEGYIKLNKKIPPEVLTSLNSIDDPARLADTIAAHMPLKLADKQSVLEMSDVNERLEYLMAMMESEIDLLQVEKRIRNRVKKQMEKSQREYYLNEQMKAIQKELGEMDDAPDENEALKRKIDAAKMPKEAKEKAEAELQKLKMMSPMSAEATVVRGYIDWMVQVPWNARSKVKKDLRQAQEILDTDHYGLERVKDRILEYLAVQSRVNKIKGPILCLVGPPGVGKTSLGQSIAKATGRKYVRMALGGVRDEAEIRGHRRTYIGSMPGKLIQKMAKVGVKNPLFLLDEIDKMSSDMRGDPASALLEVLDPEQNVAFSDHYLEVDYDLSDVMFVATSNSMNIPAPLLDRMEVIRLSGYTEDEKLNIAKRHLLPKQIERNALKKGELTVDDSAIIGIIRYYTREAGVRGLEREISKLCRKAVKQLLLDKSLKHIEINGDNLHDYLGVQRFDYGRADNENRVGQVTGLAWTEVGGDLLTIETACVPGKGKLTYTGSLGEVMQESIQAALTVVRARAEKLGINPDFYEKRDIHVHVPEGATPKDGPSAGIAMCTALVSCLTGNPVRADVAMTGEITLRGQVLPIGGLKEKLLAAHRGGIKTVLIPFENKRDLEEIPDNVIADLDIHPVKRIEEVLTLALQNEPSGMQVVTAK
# Scp-1 inhibitor: Scp-1 phosphatase inhibitors, primary screen, biochemical, colorimetric, uHTS; Carboxy-terminal domain RNA polymerase II polypeptide A small phosphatase 1 (Homo …; Recombinant Scp1, phosphopeptide, malachite green phosphate absorbance; inhibition, % at 20 µM; 340,000 tested, 0.88% active; AID 493091, 2011;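 active = inhibition above about 50% at 20 µM, limit read from the data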;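 also: plate controls were DMSO wells with enzyme for no effect and wells lacking enzyme for full effect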
#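 Material – SCP-1 phosphatase catalytic domain, residues 76-261 · Buffer or medium – Acidic Tris acetate buffer with magnesium and detergent · Also added – Phospho 17-mer peptide substrate · Compound – single 20 µM dose, 1% DMSO · Times – 45 min room-temperature reaction, 5 min colour, 30 min stabiliser · Technique – Phosphate-binding colour reagent, absorbance read at 630 nm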
# LMPTP block: LMPTP phosphatase inhibitors, primary screen, biochemical, fluorescence intensity, uHTS | 360,000 tested, 0.22% active | Low molecular weight phosphotyrosine protein phosphatase (Homo sapiens), P24666 | recombinant LMPTP-A, OMFP fluorogenic substrate | AID 651560, 2012 | inhibition, % at 20 µM;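 active = compounds that cut the enzyme signal by at least half of the control window in the single-dose screen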;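 also: plate controls were DMSO wells with enzyme plus substrate for no effect and substrate without enzyme for full effect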
# Target sequence (P24666 whole entry, looked up): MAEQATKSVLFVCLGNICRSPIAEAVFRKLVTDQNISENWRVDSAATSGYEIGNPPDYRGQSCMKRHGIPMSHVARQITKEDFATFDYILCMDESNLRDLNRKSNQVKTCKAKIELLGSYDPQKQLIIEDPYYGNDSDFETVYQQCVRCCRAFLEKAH
#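 Test system – LMPTP-A phosphatase enzyme · Quantity – 0.625 nM LMPTP-A final · Reagent – OMFP substrate, 400 µM final · Dosing – one test concentration per compound, 20 µM, with 3% DMSO overall · Timing – 50 min enzyme reaction at room temperature, protected from light · Detection – fluorescence intensity · Controls – substrate-only low control, DMSO enzyme-plus-substrate high control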
# * hit, by the source's call; nt = not tested or not shown.
SMILES,MsrA act,CendR NRP1 mod,STEP block,SUMO1-SIM PPI,TbMetRS inhib,MsrA inh,DNMT1 inh,E coli Lon inh,Scp-1 inhibitor,LMPTP block
CCCc1nc2ccccc2c(=O)n1CCc1ccccc1,-4,-5,1,-3,0.0,-1.2,4,-10,-10,0.8
CC(NC(=O)c1ccccc1NC(=O)CN1CCc2ccccc2C1)c1ccccc1 (centres undefined),-5,14,1,8,-0.6,1.8,2,-8,-5,1.6
COc1ccc(C(=O)CCN2CCN(c3ccccc3F)CC2)cc1,-3,-9,-1,-2,0.2,-0.5,4,0,-8,-1.1
COc1cc(S(=O)(=O)Nc2ccc(C)cc2)ccc1NC(=O)c1ccncc1,-4,10,-2,5,-0.2,1.4,-1,-5,54*,-1.2
CCCOc1ccc(N2CC(C(=O)Nc3ccccn3)CC2=O)cc1 (centres undefined),-10,-1,0,-2,-1.8,0.9,0,-7,12,-1.0
COc1ccc(NS(=O)(=O)c2ccc3oc(=O)c4[nH]c(=O)c(=O)n(C)c4c3c2)cc1,-4,-11,5,-9,0.4,2.1,6,1,-2,-1.6
COc1ccc(OC)c(S(=O)(=O)N(C)CC(=O)N2CCOCC2)c1,-8,10,-4,0,-0.1,1.4,5,17,1,-2.3
CCOC(=O)c1nnc(-c2ccccc2)nc1Sc1c(Cl)cccc1Cl,-12,10,8,-4,-0.1,0.2,16,6,-14,4.2
OCCOCCn1c(C(CO)Nc2nc(-c3ccccc3Br)cs2)nc2ccccc21 (centres undefined),-5,-5,10,4,-0.3,0.1,0,-16,-8,-0.1
Cc1cc(C)nc(NC(=NCCc2c[nH]c3ccccc23)NC(=O)Nc2ccc(Cl)cc2)n1,-4,8,1,0,0.4,3.5,-13,-8,16,6.6

# The last 4 compounds of the part above come first, to join the parts:
SMILES,MsrA act,CendR NRP1 mod,STEP block,SUMO1-SIM PPI,TbMetRS inhib,MsrA inh,DNMT1 inh,E coli Lon inh,Scp-1 inhibitor,LMPTP block
COc1ccc(OC)c(S(=O)(=O)N(C)CC(=O)N2CCOCC2)c1,-8,10,-4,0,-0.1,1.4,5,17,1,-2.3
CCOC(=O)c1nnc(-c2ccccc2)nc1Sc1c(Cl)cccc1Cl,-12,10,8,-4,-0.1,0.2,16,6,-14,4.2
OCCOCCn1c(C(CO)Nc2nc(-c3ccccc3Br)cs2)nc2ccccc21 (centres undefined),-5,-5,10,4,-0.3,0.1,0,-16,-8,-0.1
Cc1cc(C)nc(NC(=NCCc2c[nH]c3ccccc23)NC(=O)Nc2ccc(Cl)cc2)n1,-4,8,1,0,0.4,3.5,-13,-8,16,6.6
Cc1cc(C)cc(OCC(=O)Nc2ccc(-n3cnnn3)cc2)c1,-5,5,-1,1,-0.2,-1.1,1,-2,0,0.3
COc1ccc(NS(=O)(=O)c2cc([N+](=O)[O-])ccc2NN=Cc2ccccc2OCC(=O)O)cc1,-2,-24,-1,-4,2.6,0.0,-10,-16,-3,2.9
C[C@@H]1[C@@H](Sc2ccccc2)CC(=O)O[C@@H]1c1ccc(-c2ccccc2)cc1,-10,5,2,0,-0.7,0.5,-4,-2,-9,1.2
COc1cccc(-c2n[nH]c3c2CCC3)c1,2,10,-1,2,-0.2,-2.0,1,-2,-4,-0.7
CC(=O)c1ccc(S(=O)(=O)Nc2ccc(-c3ccc4nncn4n3)cc2)cc1,-9,-5,4,-5,-0.5,2.2,7,-2,26,0.8
CC1CN(C(=S)Nc2cccc(Cl)c2)CC(C)O1 (centres undefined),-1,14,1,3,1.2,-0.1,3,-9,-2,0.8
CCN1C(=O)c2cccc3c(S(=O)(=O)Nc4ccccc4O)ccc1c23,1,1,1,-20,0.1,1.0,-4,-7,-9,0.5
COc1cc2c(cc1OC)[C@@H](NC(=O)COc1ccccc1)[C@H](OCc1ccccc1)C2,-2,0,-3,9,-0.4,1.1,-3,-7,-7,1.4
CC(=O)Nc1ccc(SCC(=O)c2cc(C)n(-c3ccccc3F)c2C)cc1,1,6,0,1,0.2,-0.4,-7,-4,-30,0.2
Cc1ccc(NC(=O)c2ccc(-c3cc(Cl)ccc3Cl)o2)c(C)c1,-1,-12,2,10,-0.1,-0.2,1,4,nt,2.7
CN(CC(=O)Nc1cccc(F)c1)C(=O)COc1cccc2c1OC(C)(C)C2,-3,4,-4,3,0.2,-0.6,1,-9,-5,0.4
COc1ccc(CNC(=O)[C@@H](NC(=O)C2CCN(S(=O)(=O)c3ccccc3)CC2)C(C)C)cc1,-3,4,-1,4,-0.1,-0.3,-2,6,-8,-2.4
Cc1cc(N2CCCC2)nc2ccc(NC(=S)NCCCN3CCC(C)CC3)cc12,-3,-10,4,0,-0.3,1.2,-9,-5,-5,16
COc1cc(OC)c(C(=O)Nc2ccncc2)cc1OC,-4,2,-1,4,-1.0,0.8,0,-6,0,-3.0
CC1CCCCC1NC(=O)COC(=O)c1ccc(N(C)C)cc1 (centres undefined),-4,-3,-1,1,0.6,1.3,6,-13,6,0.4
CN(C)c1cccc(F)c1C(=O)NC(=O)Nc1ccc(Cl)cc1,-2,11,-4,5,-0.5,-0.5,-2,4,2,-1.3
Cc1nn(C)cc1CN(C)C(=O)C1CCC(=O)N(CCc2cccc(F)c2)C1 (centres undefined),0,-5,-1,0,0.1,0.0,0,-13,nt,-0.8
O=C(N=c1nc2ccccn2s1)c1ccccc1,-1,-13,-1,0,-0.6,-0.5,2,-1,-3,-1.4
CC(C)CCC(C(=O)O)C(C)CC(=O)Nc1ccn(-c2ccccc2)n1 (centres undefined),-2,-4,3,2,0.5,-1.0,2,5,-8,-1.2
O=C(NCC(=O)N(c1cccnc1)C(C(=O)NC1CCCC1)c1cccs1)c1cccs1 (centres undefined),-3,0,0,0,-0.4,-0.2,-6,0,-1,-1.9
Cc1ccc(S(=O)(=O)N(C)C)cc1NC(=O)C1CCCN(C(=O)c2ccc(Cl)cc2)C1 (centres undefined),-6,9,4,2,-0.5,0.1,23,-7,-7,2.2
O=C(CN(C(=O)c1csnn1)c1cccc2c1CCCC2)NCc1ccccc1,-4,5,4,2,0.2,-0.2,0,-7,-2,-0.7
CCOC(=O)c1ccc(N2C(=O)CC(Sc3nc(O)c(CC)c(=O)[nH]3)C2=O)cc1 (centres undefined),-2,-4,-1,3,-0.9,-1.1,2,3,0,-2.6
S=C(NC1CCCCC1)N1CCOCCOCCN(C(=S)NC2CCCCC2)CCOCC1,-2,-9,0,1,-0.6,-0.4,6,2,8,-1.8
COc1ccc(S(=O)(=O)NCc2cccnc2)c2ccccc12,-2,5,0,-5,-0.5,-0.6,0,1,-6,-0.8
CCOC(=O)C1=C(C)N(c2nonc2NC(C)=O)C(N)=C(C#N)C1c1ccccc1F (centres undefined),-1,12,8,0,-0.2,-0.4,-6,2,-6,1.7
Cc1ccc(-n2c(CNc3ccc(F)cc3)nnc2SCC(=O)N2CCCC2)cc1,-8,4,-2,-1,-1.8,-0.3,-3,-1,50,-0.5
N#Cc1nc(Cl)c(Cl)c(NN)c1Cl,-7,-2,5,-2,-0.5,1.6,4,4,-7,0.6
c1ccc(-c2nnc(CN3CCCc4ccccc43)o2)cc1,-5,-20,-4,-15,-0.4,0.2,-13,-18,-12,10
CCOC(=O)c1cnc(Nc2nc3ccccc3o2)nc1CSC(=S)N1CCCCC1,-2,-10,2,3,0.3,-1.0,0,-2,3,0.0
Oc1ccc(Cl)cc1CNCC1CCCO1 (centres undefined),-3,-6,0,0,-0.2,-0.4,-3,8,-8,0.4
COC(=O)c1ccccc1NC(=S)N1CCOCC1,-10,-1,-1,1,-2.2,0.1,2,-2,2,-2.6
C/C(=N/NC(=O)c1cc(-c2ccccc2)nc2c(Cl)cccc12)c1cccnc1,-10,10,-5,3,-0.6,0.9,2,7,4,-0.3
COCCN(C(=O)COC(=O)CSc1ccccc1)c1c(N)n(Cc2ccccc2)c(=O)[nH]c1=O,-11,-2,0,0,-0.5,0.6,7,6,-3,1.9
COc1ccc(/C=C(\NC(=O)c2ccccc2)C(=O)NC2CCS(=O)(=O)C2)cc1 (centres undefined),-2,5,0,-10,0.4,0.1,3,-10,-5,-1.0
O=C(Nc1cccc(-c2cccc(Cl)c2)c1)C1CCN(Cc2ccc(CO)o2)CC1,0,6,0,-4,-0.1,-0.2,-7,-6,-6,1.3
Cn1nc(-c2ccc(Cl)cc2)cc1NC(=O)Nc1ccccc1,-3,5,-1,-2,0.0,-1.0,-6,2,-3,1.6
COCCNC(=O)c1ccccc1NS(=O)(=O)c1ccc(C)c([N+](=O)[O-])c1,-3,1,-2,-5,-0.1,-0.8,-2,-1,1,0.4
COCCCNC(=O)c1cccc2c(-c3cccc(C(N)=O)c3)coc12,-2,-1,-2,6,0.0,-0.9,1,-3,nt,-0.9
Cc1ccc(-c2nn(-c3ccccc3)cc2C2SCC(=O)N2Cc2ccccc2)o1 (centres undefined),-4,0,-1,5,-0.4,0.5,-1,0,-13,2.2
CCOCCCNC(=O)C(c1ccc(C)cc1)N(Cc1cccs1)C(=O)c1ccccc1O (centres undefined),-10,29*,0,2,-1.0,0.2,1,-4,1,1.5
Cc1ccc2nc(NC(=O)CN3CCN(c4ccccn4)CC3)sc2c1,-4,-3,0,8,-0.8,1.5,-1,-16,-9,1.0
COc1ccc(N2CCN(C(=O)c3cc4c(s3)CCCCC4)CC2)cc1,2,6,2,4,0.1,-0.9,-7,-7,-1,3.5
CC12CCC(C(N)C1=O)C2(C)C (centres undefined),-2,17,2,6,-0.2,-0.3,-7,7,-10,-2.0
CCCC(CCC)C(=O)Nc1cccc(-c2cn3c(n2)SCC3)c1,-2,6,1,1,0.6,-0.9,-1,-7,-7,-0.5
CC(C)N1CC(COc2ccc(Cl)cc2Cl)OC1=O (centres undefined),-5,6,0,8,1.2,-0.7,1,3,-1,-0.4

# High-throughput results: PubChem BioAssay, several laboratories
